Source: PubChem (several laboratories)
aSyn 5UTR inh – MLPCN primary screen, SNCA 5' untranslated region; alpha-synuclein 5'UTR reporter, inhibitor activity; inhibition, % (tested at 7.5 µM); hit rate 0.82% among 300,000; AID 1813, 2009; in the data active = inhibition above about 60%; inconclusive = no clear call, values can overlap the other calls;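 also: H4 neuroglioblastoma cells stably carrying SNCA 5'UTR luciferase fusion; 0% = DMSO wells and 100% = positive control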
HSF-1 act – HSF-1 activators, primary screen, NIH3T3-HGL cells, MG132 stress, luminescence, single point; hit rate 1.7% among 300,000; NIH3T3-HGL HSF-1 luciferase reporter, 8 h; 100% = twice DMSO control signal; activation, % at 9 µM;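 active = mean replicate activation of at least 50% with a set share of replicates each reaching 50%; inconclusive = only one of those two conditions met; inactive = mean below 50% and too few replicates reaching it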;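 also: 0% = median of the neutral control wells and 100% = twice that signal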
AI-2 QS mod – Vibrio harveyi AI-2 quorum sensing modulators, primary screen, JMH597 strain, luminescence/OD600 ratio; activity change, % at 7.5 µM; Vibrio harveyi JMH597 AI-2 luminescence/OD600 ratio, 9 h; hits give low values; strain lacks LuxN and CqsS sensors; 0 = neutral-control median; hit rate 0.4% among 300,000; AID 2094, 2009; in the data active = activity change below about -75%, passing the limit was not always enough; inconclusive = no clear call, values can overlap the other calls;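 also: luminescence divided by OD600 gain over 9 h not by final OD600 alone; inactives centre near 13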
HSF1 inhib – HSF1 inhibitors in luciferase reporter cells, primary screen, cell-based, NIH3T3, luminescence; NIH3T3-HGL HSE-luciferase, MG132-induced, luminescence 8 h; hits give low values; activity change, negative = inhibition, % at 7.5 µM (by protocol); hit rate 0.77% among 300,000;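 active = more than half of replicate wells show activity change below -50%, luminescence cut by over half; inconclusive = some wells, but at most half, below -50%; inactive = no replicate well below -50%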;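 also: luciferase reports HSF-1 transcriptional activity via heat shock element; 0% = median of DMSO wells and -100% = zero luminescence signal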
PolyA inh – polyadenylation inhibitors in yeast reporter cells, primary screen, luminescence, S. cerevisiae | calls only at 12 µM | AID 1875, 2009 | hit rate 0.02% among 300,000 | S. cerevisiae SKY197-pL101 polyadenylation reporter, beta-gal luminescence; efflux-impaired pdr1/pdr3 knockout yeast; score 100 = 6 SD above DMSO;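 active = lowest replicate activity score at least 50, where 100 means six control SD above control mean; inconclusive = lowest score under 50 but half or more replicates reach 50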;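 also: yeast exposed to compound for 9 h at 30 °C; higher score means more reporter readthrough which indicates perturbed polyadenylation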
HSP90 refold inh – HSP90 inhibitors, primary screen, cell lysate, luminescence | Heat shock protein HSP 90 (rabbit reticulocyte lysate; luciferase refolding) | inhibition, % at 5.6 µM | Rabbit reticulocyte lysate, luciferase refolding luminescence, 3 h | hit rate 0.91% among 290,000 | AID 1789, 2009;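 active = inhibition above the screen-wide mean plus 3 SD, computed separately per campaign, cut at about 16% in these data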;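 also: 0% = DMSO wells and 100% = 60 µM geldanamycin wells; inhibitors lower the luminescence because luciferase stays unfolded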
KLF5 inh – KLF5 expression inhibitors, primary screen, DLD-1 cells, luminescence. inhibition, % at 5 µM. DLD-1 KLF5 promoter-luciferase reporter. hit rate 0.23% among 290,000;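 active = inhibition above a per-plate limit of that plate's mean compound inhibition plus 3 SD, cut at about 60% in these data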;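 also: 0% = DMSO wells and 100% = LY294002 at 200 µM; higher means less KLF5 promoter-driven luciferase light; inactives centre near -14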
GSK3 alpha inh – blockers of GSK3A enzyme activity – biochemical, luminescence, cell-free homogeneous, HTS, primary screen | GSK-3 alpha kinase, ADP-Glo luminescence, 60 min | hit rate 0.1% among 320,000 | inhibition, % at 10 µM | Glycogen synthase kinase-3 alpha (Homo sapiens), P49840;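 in the data active = inhibition above about 50%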;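 also: GST-tagged GSK-3 alpha with peptide substrate and 25 µM ATP; 0% = DMSO neutral wells and 100% = GW8510 positive control wells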
Target sequence (P49840 whole entry, looked up): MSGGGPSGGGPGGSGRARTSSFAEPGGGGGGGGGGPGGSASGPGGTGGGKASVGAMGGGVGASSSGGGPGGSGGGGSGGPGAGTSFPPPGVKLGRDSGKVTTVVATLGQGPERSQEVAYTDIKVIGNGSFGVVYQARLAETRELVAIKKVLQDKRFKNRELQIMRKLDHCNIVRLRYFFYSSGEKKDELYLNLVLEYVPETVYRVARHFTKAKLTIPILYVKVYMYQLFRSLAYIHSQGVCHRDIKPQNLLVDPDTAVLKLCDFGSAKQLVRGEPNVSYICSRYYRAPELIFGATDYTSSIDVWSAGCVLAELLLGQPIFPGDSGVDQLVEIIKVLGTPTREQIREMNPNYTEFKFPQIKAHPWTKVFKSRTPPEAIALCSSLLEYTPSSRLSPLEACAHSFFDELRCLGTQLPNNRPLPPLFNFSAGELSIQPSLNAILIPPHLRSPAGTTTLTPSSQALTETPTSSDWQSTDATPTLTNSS
IEC-6 cytotox – cytotoxicity in IEC-6 intestinal epithelial cells, primary screen, cytotoxicity control for KLF5 inhibitor project, cell-based, luminescence. IEC-6 cytotoxicity, luminescence viability. inhibition, % at 5 µM. hit rate 0.78% among 290,000. AID 1825, 2009; in the data active = inhibition above about 22%;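 also: 0% = plate median of test compound wells and 100% = cytotoxic reference compound wells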
GSK3beta inhib – human GSK3beta kinase inhibitors, primary screen, biochemical, cell-free homogeneous, HTS | GST-GSK3beta kinase, ADP-Glo luminescence, 60 min; hits give low values | activity score (negative = inhibition), % at 10 µM | Glycogen synthase kinase-3 beta (Homo sapiens), P49841 | hit rate 0.038% among 300,000 | AID 2097, 2009;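 active = more than half of replicate wells score below -50%, meaning over 50% inhibition versus plate controls; inconclusive = some replicates but at most half score below -50%; inactive = no replicate scores below -50%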;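 also: 0% = median DMSO wells and -100% = median GW8510 positive control wells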
Target sequence (P49841 whole entry, looked up): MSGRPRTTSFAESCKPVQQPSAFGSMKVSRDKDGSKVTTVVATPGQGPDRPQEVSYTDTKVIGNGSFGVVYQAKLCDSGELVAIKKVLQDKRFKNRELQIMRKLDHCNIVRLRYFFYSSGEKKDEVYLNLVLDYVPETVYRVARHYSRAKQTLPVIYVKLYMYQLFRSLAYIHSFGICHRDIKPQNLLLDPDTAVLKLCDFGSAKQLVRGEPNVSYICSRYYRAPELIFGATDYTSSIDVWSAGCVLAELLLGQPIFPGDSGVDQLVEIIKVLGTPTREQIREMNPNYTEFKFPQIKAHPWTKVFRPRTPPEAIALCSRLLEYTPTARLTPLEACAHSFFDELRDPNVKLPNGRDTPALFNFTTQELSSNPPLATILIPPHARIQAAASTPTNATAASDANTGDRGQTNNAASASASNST
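Test system: GST-fused GSK3beta enzyme, cell-free | Quantity: 1.6 ng GST-GSK3beta enzyme per well | Reagent: 25 µM ATP with peptide substrate | Schedule: 60 min enzyme reaction, room temperature | Signal: Luminescent ADP-Glo measurement of ADP formed | Read-out basis: Score relative to plate controls | Control set: DMSO and 20 µM GW8510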
* hit, by the source's call; i = inactive; ? = inconclusive; · = not tested or not shown.

Values in the order – GSK3beta inhib	GSK3 alpha inh	HSF1 inhib	HSF-1 act	HSP90 refold inh	KLF5 inh	aSyn 5UTR inh	IEC-6 cytotox	PolyA inh	AI-2 QS mod
#1 C/C(Cl)=C\COc1cc(C)nc2c(Br)cccc12
  0	-1	-7	-1	1	-11	3	6	i	9
#2 Cc1ccc(OCC(=O)OCC(=O)c2ccccc2)cc1C
  -3	-1	-1	-11	2	-8	2	7	i	-4
#3 Cc1cc(C)c(C)c(S(=O)(=O)NCC(=O)Nc2ccccc2F)c1C
  -2	·	-4	14	4	-19	1	1	i	13
#4 COc1ccc(Nc2nc(C)cc(C)c2C#N)cc1
  0	-2	-2	-18	2	-29	36	1	i	9
#5 Cn1c(SCC(=O)NCC2CCCO2)nnc1-c1ccc(S(=O)(=O)N2CCCC2)cc1 (stereo unspecified)
  -4	-2	1	-5	1	-39	-25	2	i	15
#6 COc1ccccc1C(=O)Nc1cc2c(cc1C(=O)O)OCCCO2
  -4	-2	-2	-5	-1	-3	-6	-3	i	21
#7 CCOc1ccc(N2C(=O)CC(NCC3CCCO3)C2=O)cc1 (stereo unspecified)
  1	4	3	-2	-3	-6	13	-4	i	60
#8 Cn1c(=O)oc2cc(S(=O)(=O)NCCC(=O)N3CCc4ccccc4C3)ccc21
  8	-1	-8	-4	-2	-22	1	2	i	26
#9 CC(C)C1(C(C)C)OC(=O)c2ccccc21
  1	-3	-6	6	1	-4	-8	-2	i	3
#10 COc1ccc(N(CC(=O)NC2CCCCC2)C(=O)CCC(=O)Nc2nc(C)cs2)cc1OC
  4	-3	-4	10	-1	-14	2	0	i	14
#11 COc1ccc(/C=N/NC(=O)c2ccccc2)cc1CN1CCN(c2ccc(F)cc2)CC1
  0	-3	4	-1	-4	-25	1	1	i	26
#12 O=c1[nH][nH]c(-c2ccccc2)c1C=Nc1cccc(Cl)c1
  -2	5	-2	-3	-1	3	7	-9	i	-7
#13 Cc1ccc(CCNC(=O)C2CCC(=O)N(Cc3ccccc3F)C2)o1 (stereo unspecified)
  -8	1	3	12	-2	-43	-52	-1	i	3
#14 Cc1ccc(-n2nnnc2SCC(N)=O)c(C)c1
  -2	-1	-18	11	6	-13	-5	5	i	14
#15 O=C(Cc1coc2ccc3ccccc3c12)Nc1nnc(C2CC2)s1
  0	1	-9	-6	1	31	21	0	i	13
#16 CC(C)(C)c1ccc(C(=O)N/C(=C\c2ccco2)C(=O)O)cc1
  -2	-3	-15	-27	0	-2	-7	-5	i	22
#17 O=C(NC1CCCCC1)NC1CCN(C(=S)NCc2ccco2)CC1
  1	0	5	33	-2	-23	-8	4	i	19
#18 CC(C)CCNC(=O)c1cnn2c(C(F)(F)F)cc(-c3ccco3)nc12
  2	2	-2	-2	0	17	26	1	i	31
#19 O=C1C(c2ccccc2)=[N+]([O-])c2ccccc21
  0	-1	18	24	·	·	-94	·	i	41
#20 CCCC(=O)N/C(N)=N/c1nc(C)c2cc(C)ccc2n1
  2	-6	5	19	-2	-7	-31	0	i	12
#21 Cc1ccccc1NC(=O)c1cnc2ccccn2c1=O
  7	-1	4	-4	10	-105	62*	6	i	-2
#22 CCOc1cc2[nH]c(=S)n(CCCC(=O)NCc3ccccn3)c(=O)c2cc1OCC
  -3	-1	-11	-31	2	-4	33	1	i	15
#23 CN(C)C(=O)CSc1n[nH]c(=O)[nH]c1=O
  -2	3	-89*	-92	6	-24	1	-1	i	2
#24 O=C(Nc1nc(-c2ccc(S(=O)(=O)N3CCCC3)cc2)cs1)c1ccco1
  1	0	9	-10	-4	-34	-36	-2	i	22
#25 FC(F)(F)c1cc(Oc2ccccc2)ncc1-c1nnc(-c2ccccc2Cl)o1
  -23	1	2	4	-2	-17	-4	-2	i	4
#26 CCS(=O)(=O)n1nc(-c2ccc(OC)cc2)nc1SC
  2	-21	5	7	8	-60	-99	2	i	2
#27 Cn1cnnc1SCC(=O)c1ccc(O)c(O)c1
  -2	-2	-8	12	-4	-16	2	0	i	5
#28 O=C(CCCNS(=O)(=O)c1cccs1)N1CCN(c2ccc(F)cc2)CC1
  3	0	3	8	6	-10	3	0	i	34
#29 COc1ccc(C)cc1N(C(=O)c1ccc(C#N)cc1)C1=NC(C)(C)CS1
  1	-4	5	15	5	-10	-11	4	i	0
#30 CSc1ccc(C2N=C(c3ccccc3)NO2)cc1 (stereo unspecified)
  -1	4	3	-2	9	-160	-128	9	i	-85*

A second format for part of the listing above:
25	FC(F)(F)c1cc(Oc2ccccc2)ncc1-c1nnc(-c2ccccc2Cl)o1
  GSK3beta inhib: -23	GSK3 alpha inh: 1	HSF1 inhib: 2	HSF-1 act: 4	HSP90 refold inh: -2	KLF5 inh: -17	aSyn 5UTR inh: -4	IEC-6 cytotox: -2	PolyA inh: i	AI-2 QS mod: 4
23	CN(C)C(=O)CSc1n[nH]c(=O)[nH]c1=O
  GSK3beta inhib: -2	GSK3 alpha inh: 3	HSF1 inhib: -89*	HSF-1 act: -92	HSP90 refold inh: 6	KLF5 inh: -24	aSyn 5UTR inh: 1	IEC-6 cytotox: -1	PolyA inh: i	AI-2 QS mod: 2

New compounds follow
Values in the order – GSK3beta inhib	GSK3 alpha inh	HSF1 inhib	HSF-1 act	HSP90 refold inh	KLF5 inh	aSyn 5UTR inh	IEC-6 cytotox	PolyA inh	AI-2 QS mod
#31 CN(C)c1ccc(C(CNC(=O)c2ccc(F)cc2)c2c[nH]c3ccccc23)cc1 (stereo unspecified)
  0	1	3	40	2	-23	5	-8	i	17
#32 COc1ccc(NC(=S)Nc2cccnc2)c(OC)c1
  1	1	-3	-9	-4	-6	18	-4	i	3
#33 Oc1ccc(COCc2ccccc2)c2cccnc12
  1	-5	-8	-18	1	-4	?	3	i	?
#34 NNC(=O)c1ccc(CN2CCCCC2)o1
  2	·	0	13	-2	-5	4	-2	i	23
#35 CCCN(Cc1ccc(N(CC)CC)cc1)CC1CC1
  -2	-1	-2	-5	0	-7	-1	-5	i	13
#36 CC(=O)Nc1ccc(N/C=C/C(=O)c2ccc(C)o2)cc1
  4	-1	-2	-4	0	9	-56	0	i	21
#37 CC(=O)Nc1ccc(S(=O)(=O)NNC(=O)c2cccc(Br)c2)cc1
  1	-2	-10	-9	-2	-30	1	-5	i	9
#38 O=C(c1cc([N+](=O)[O-])ccc1Cl)N1CCN(c2ccccc2)CC1
  0	-6	3	-3	-3	4	-13	-5	i	40
#39 Cc1ccc(NC(=O)N2CCCC2C(=O)NCCC2=CCCCC2)cc1 (stereo unspecified)
  8	·	0	-2	1	-27	17	0	i	19
#40 Cc1occc1C(=O)N1CCN(c2ccc(Cl)cc2)CC1
  3	6	1	-11	1	-10	-35	-5	i	28
#41 CCC(CC)C(=O)Nc1cccc(C(=O)NCCc2ccc(S(N)(=O)=O)cc2)c1
  4	-3	-9	-3	3	-11	25	2	i	17
#42 CC(C)Cc1nnc(NC(=O)CN2C(=O)NC3(CC(C)CC(C)(C)C3)C2=O)s1 (stereo unspecified)
  6	-1	-3	1	·	·	-2	·	i	16
#43 NS(=O)(=O)c1cccc(NC(=O)CSc2nnc(C3CC3)n2Cc2ccccc2)c1
  -2	2	-15	-6	3	-33	3	-2	i	0
#44 O=C(CN1CCN(C(=O)c2ccccc2F)CC1)Nc1ccc(Br)cc1
  2	1	1	-18	0	-11	12	-2	i	38
#45 O=C(CSc1nnc(NC(=O)C2CC2)s1)NCc1ccccc1Cl
  -4	-3	-8	14	-1	-19	4	-2	i	21
#46 Cc1ccc(NCc2nnc(SCC(=O)c3ccc4c(c3)OCCO4)o2)c(C)c1
  -1	2	4	25	4	-8	1	0	i	13
#47 CCOC(=O)c1c(NC(=O)CSc2nnc(-c3cccnc3)n2Cc2ccco2)sc(C)c1C
  -4	-5	-11	-26	1	10	35	-1	i	-5
#48 COc1cccc(CN(C)CC(=O)Nc2sc3c(c2C#N)CCC3)c1OC
  2	-2	0	6	-4	-30	1	4	i	9
#49 COc1ccc(OCC(=O)Nc2ccc(S(=O)(=O)N3CCN(C)CC3)cc2)cc1
  2	-4	-11	-6	2	-4	-8	-8	i	29
#50 Cc1ccc2nsnc2c1S(=O)(=O)Nc1cccc2nsnc12
  -2	4	·	·	3	7	12	3	i	11
#51 COc1ccc(Cl)cc1S(=O)(=O)N(C)CC(=O)N1CCOCC1
  -2	-1	-1	2	4	-8	3	-1	·	5
#52 O=C(NC(=S)N1CCCC(C(F)(F)F)C1)c1ccc(F)cc1 (stereo unspecified)
  ·	-1	-5	6	1	-9	2	-3	i	·
#53 Cn1c(=O)c2c(SCC(=O)N3CCCC3)nc(CC(C)(C)C)nc2n(C)c1=O
  4	1	-1	3	0	-24	5	-6	i	21
#54 Nc1nc(-c2ccc(Cl)cc2Cl)cn1N
  1	-7	-1	3	-1	-15	-48	-5	i	8
#55 Cc1ccc(Cl)c(OCC(=O)NN2CCN(C)CC2)c1
  -1	1	·	·	-1	-26	11	-9	i	1
#56 COc1ccc2nc(SCC(=O)Nc3ccccc3)[nH]c2c1
  1	0	2	16	-2	-33	11	-3	i	8

This is a subset. The share of hits here may be higher or lower than overall.
